# Screens deposited in PubChem by Broad Institute.
# XiGFP reactiv – reactivates the inactive X chromosome in mouse fibroblasts; activation, % at 7.58 µM; XiGFP mouse fibroblasts, % GFP-positive cells imaging, 3 d; cells co-treated with 5-aza-dC sensitizer; scaled so ellipticine positive control = 100%; AID 743238; 360,000 tested, 0.055% active;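 active means mean normalized replicate activation at least 10% and every replicate at or above 10%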;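 further: 0% = median of on-plate neutral control wells and 100% = ellipticine 6 µM median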
#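 Assay system – SV40-immortalized XiGFP fibroblast cells, line 68-5-11 · Buffer or medium – DMEM supplemented with 5-aza-dC as sensitizing agent · Dosing – one concentration, pinned · Benchmarks – positive control ellipticine, 6 µM final · Times – 3 days compound exposure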
# F508del corr – correctors of CFTR F508del function in bronchial epithelial cells. 350,000 tested, 0.36% active. AID 720511. activity (quench increase), % at 7.58 µM. CFBE cells, YFP halide quenching; stimulated with forskolin plus potentiator P3; % fluorescence drop versus neutral controls;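 active means mean added fluorescence quench of at least 8% versus neutral control, with both replicates also reaching 8%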;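 further: cells transiently co-express mutant CFTR-F508del with the halide-sensitive YFP; corrector assay measuring rescue of mutant channel to the surface after 24 h compound exposure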
# RAD52 anneal inh – blocks human RAD52 DNA annealing; 360,000 tested, 0.46% active; inhibition, % at 18.7 µM; P43351; recombinant RAD52 DNA annealing, FRET fluorescence; AID 651710;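 active means every replicate showing at least 50% inhibition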
# Target sequence (P43351 whole entry, looked up): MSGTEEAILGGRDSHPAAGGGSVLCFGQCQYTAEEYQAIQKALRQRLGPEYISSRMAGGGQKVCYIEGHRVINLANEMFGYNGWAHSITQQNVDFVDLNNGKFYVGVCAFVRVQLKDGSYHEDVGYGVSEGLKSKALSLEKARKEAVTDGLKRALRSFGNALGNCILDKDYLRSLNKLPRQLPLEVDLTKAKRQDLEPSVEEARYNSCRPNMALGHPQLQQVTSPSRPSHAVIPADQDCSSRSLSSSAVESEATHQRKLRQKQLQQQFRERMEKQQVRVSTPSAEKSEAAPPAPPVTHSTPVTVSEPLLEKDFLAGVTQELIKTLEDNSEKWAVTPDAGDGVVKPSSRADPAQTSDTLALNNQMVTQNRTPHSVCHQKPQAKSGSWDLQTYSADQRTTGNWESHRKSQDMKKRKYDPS
# E-selectin induc – induces E-selectin expression in human endothelial cells | P16581 | AID 686992 | 260,000 tested, 0.37% active | activation, % at 7.58 µM | HUVEC E-selectin immunofluorescence imaging; normalized: neutral wells 0, TNF-alpha wells 100;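 active means mean E-selectin-positive cell signal at least 10% of the positive control, reached in at least 60% of replicates, without over 20% cell loss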;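 further: in these data hits start at about 27%; measured in HUVEC primary endothelial cells; signal is the percent of cells scored E-selectin positive by PE staining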
#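 assay system = HUVEC, human umbilical vein endothelial cells | input = 3,000 HUVEC seeded per well | medium = EGM-2 growth medium on 0.1% gelatin-coated wells | dosing = one compound dose added by pin transfer | signal = immunofluorescence imaging | read-out basis = % PE-positive cells | control set = TNF-alpha, DMSO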
# INS-1E GSIS act – GLuc luminescence reporter in INS-1E cells, primary screen for activators of glucose-dependent secretion of insulin; INS-1E GLuc reporter insulin secretion, 2-3 h; activation, % at 16.6 µM; 370,000 tested, 0.61% active; AID 743287;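 active means lowest replicate activation of at least 40%, so every replicate reaches that level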;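 further: 0% = median of neutral control wells and 100% = median of IBMX positive control wells; some compounds called inactive have numbers as strong as hits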
# Casp6 inh – caspase-6 (human) enzyme inhibition; 350,000 tested, 0.53% active; purified caspase-6, Z-VEID-R110 cleavage fluorescence; inhibition, % at 12.5 µM; AID 686996; P55212;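 active means mean inhibition across replicates at least about 35%, with every replicate also reaching that limit, limit read from the data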;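 further: 0% = median of neutral control wells and 100% = no fluorescence left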
# Target sequence (P55212 24-179 limits assumed): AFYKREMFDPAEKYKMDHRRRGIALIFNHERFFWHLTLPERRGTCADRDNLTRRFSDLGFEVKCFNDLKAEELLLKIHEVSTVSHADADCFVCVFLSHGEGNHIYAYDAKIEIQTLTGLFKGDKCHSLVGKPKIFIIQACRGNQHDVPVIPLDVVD
# Target sequence (P55212 194-293 limits assumed): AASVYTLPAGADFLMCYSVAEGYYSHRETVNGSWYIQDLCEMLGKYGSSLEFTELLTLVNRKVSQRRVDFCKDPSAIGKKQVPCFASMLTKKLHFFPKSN
# DENV2 CPE – DENV2-induced cell death inhibition; DENV2-infected cells, cytopathic effect rescue, plate reader; CPE inhibition, % at 9.99 µM; 350,000 tested, 1.7% active; in the data active means CPE inhibition above about 20%, passing the limit was not always enough; tested in BHK-21 cells;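 further: 0% = median of neutral control wells and 100% = median of positive control wells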
# RAD54 inh – blocks human RAD54 Holliday junction branch migration; FAM/BHQ fluorescence; AID 602329; inhibition, % at 10.4 µM; Q92698; 360,000 tested, 0.14% active;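 active means mean normalized replicate activity at least 40 and at least half of replicates scoring 40 or more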;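 further: 0% = median of neutral control wells and 100% = median of positive control wells; inhibitors cause a drop in the FAM fluorescence signal; in these data hits start at about 50%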
# An asterisk follows results filed as active; . = no result given.
# Order of results – XiGFP reactiv	F508del corr	RAD52 anneal inh	E-selectin induc	INS-1E GSIS act	Casp6 inh	DENV2 CPE	RAD54 inh
1) CO[C@H]1CN(C)C(=O)c2ccc(NC(=O)c3ccccc3F)cc2OC[C@@H](C)NC[C@@H]1C
  0.4	-0.5	-2.6	0.0	13.1	2.2	-4.0	-10.5
2) Clc1ccc2noc(-c3ccccc3)c2c1
  .	-2.5	-2.6	.	45.4	-1.0	-7.8	-6.9
3) Cc1cc(=O)n2nc(N3CCCC(C(=O)NC4CCC(C)CC4)C3)sc2n1 (configuration not stated)
  0.0	1.7	-13.6	3.6	20.0	2.4	-5.1	-10.5
4) COc1ccc(/C=C(\C#N)C(=O)Nc2cccnc2)cc1
  0.0	.	-8.0	.	4.7	3.3	-1.3	.
5) COC(=O)CCC(=O)OC1(C)C(=O)C2=CN(c3ccccc3)C(c3ccc(OC)cc3)=CC2=C(Br)C1=O (configuration not stated)
  0.1	-2.1	-24.4	0.2	-9.9	-1.9	-15.2	-3.6
6) COc1cc(CC(=O)Nc2ccc(S(=O)(=O)N(C)C)cc2)cc(OC)c1OC
  .	.	5.7	.	3.0	3.0	.	-1.5
7) O=C1c2[nH]nc(-c3ccccc3)c2C(c2ccc(F)cc2)N1Cc1ccccc1 (configuration not stated)
  -0.1	-1.2	-2.0	0.3	-28.6	-1.8	7.3	.
8) CS(=O)(=O)N1CCN(C(=O)c2cc3ccccc3oc2=O)CC1
  .	1.8	12.3	.	.	2.1	0.7	.
9) O=C(CSc1c[nH]c2ccccc12)N1CCCc2ccccc21
  0.0	0.6	-10.7	.	-18.9	-0.7	5.8	-6.7
10) COc1cc(/C=C2\COC/C(=C\c3cc(OC)c(OC)c(OC)c3)C2=O)cc(OC)c1OC
  0.0	-1.5	-3.2	.	.	4.1	-17.0	.
11) Cc1ccc(S(=O)(=O)N(C)C)cc1NC(=S)NCc1ccco1
  0.0	0.4	-19.3	19.9	2.1	0.3	-10.9	-7.5
12) O=C(C[C@H]1CC[C@H](NC(=O)C2CCC2)[C@@H](CO)O1)NC1CCCCC1
  -0.3	0.0	3.6	-0.3	-0.8	-3.2	-2.8	4.9
13) Cc1ccc(N2C(S)=C(C#N)C(=O)NC2c2cccs2)cc1 (configuration not stated)
  0.0	-3.5	-22.0	0.5	-20.6	7.7	8.3	.
14) CCC(C(=O)Nc1cc(Cl)ccc1OC)c1ccccc1 (configuration not stated)
  0.2	-0.2	-1.3	.	-3.0	-1.8	.	.
15) O=c1c2ccccc2nnn1COc1cccc2ccccc12
  0.0	1.7	-8.8	.	24.0	2.4	0.7	.
16) CCOC(=O)N1CCN(C(=S)NC(=O)C2CCCC2)CC1
  -0.1	-1.5	-11.5	.	9.4	-0.8	-1.0	-1.0
17) COC(=O)N/N=C(C)\C=C\c1ccco1
  0.4	.	-10.3	.	-3.7	0.5	-5.9	.
18) COCC#Cc1cnc2c(c1)C(=O)N([C@@H](C)CO)C[C@@H](C)[C@H](CN(C)Cc1ccc3c(c1)OCO3)O2
  -0.9	-2.2	-0.6	0.8	-1.9	0.2	2.0	4.3
19) CC(=O)NCCn1c(SCc2cc(=O)n3cc(Cl)ccc3n2)nc2ccccc2c1=O
  .	.	-2.6	.	8.9	2.6	.	-1.8
20) C=CCn1c(C(CCCC)CC(O)COCCC)n[nH]c1=S (configuration not stated)
  0.0	.	-3.5	.	4.1	-2.4	8.4	.
21) CCC/C(O)=C1\C(=O)CCCC1=NCCc1ccc(OCC)c(OCC)c1
  0.0	-0.8	-11.2	0.0	-6.3	-2.5	-4.5	.
22) CCc1ccc(N(CC(=O)N2CCN(Cc3ccccc3)CC2)S(C)(=O)=O)cc1
  0.3	1.6	-17.6	0.0	-8.8	1.9	4.6	-5.5
23) CCc1ccc(-n2c(SCC(=O)NC3CCS(=O)(=O)C3)nc3ccccc3c2=O)cc1 (configuration not stated)
  0.0	-4.0	-6.2	0.2	12.8	44.8*	-0.6	-3.1
24) CC(OC(=O)CC1Sc2ccccc2NC1=O)C(=O)NC1CCCC1 (configuration not stated)
  0.0	-1.0	1.3	.	0.4	1.9	2.1	-4.0
25) Cc1noc(C)c1C(=O)Nc1ccccc1C(=O)NCCc1ccccc1
  0.1	-2.6	-8.9	0.1	10.8	-3.2	2.7	0.0
26) OC[C@@H]1CN(Cc2ccncc2)C[C@H](n2cnc3c(NCc4ccncc4)ncnc32)O1
  0.2	-2.1	-9.9	-0.1	.	-0.5	6.4	0.0
27) Fc1ccc(-n2cc(-c3ccccc3)[n+]3c2SCC3)cc1
  -0.1	0.9	-6.5	-0.1	-38.0	6.7	-2.8	.
28) CCOC(=O)C(=Cc1ccccc1)C(=O)c1ccccc1
  0.2	-2.9	-3.6	0.0	-25.2	1.6	-4.7	-9.8
29) C=C1C(=O)CC2=C1[C@](Cc1ccc(F)cc1)(C(=O)OC)N(C(=O)c1ccccc1)C2
  0.3	-7.3	-11.0	0.0	-4.8	1.0	-3.2	.
30) CCOC(=O)N1CCN(C(=O)Cc2cccc3ccccc23)CC1
  0.0	.	-10.3	.	-4.9	-2.1	-9.0	.

# Reprinted at random: 5 records from the list
# Order of results – XiGFP reactiv	F508del corr	RAD52 anneal inh	E-selectin induc	INS-1E GSIS act	Casp6 inh	DENV2 CPE	RAD54 inh
16) CCOC(=O)N1CCN(C(=S)NC(=O)C2CCCC2)CC1
  -0.1	-1.5	-11.5	.	9.4	-0.8	-1.0	-1.0
1) CO[C@H]1CN(C)C(=O)c2ccc(NC(=O)c3ccccc3F)cc2OC[C@@H](C)NC[C@@H]1C
  0.4	-0.5	-2.6	0.0	13.1	2.2	-4.0	-10.5
19) CC(=O)NCCn1c(SCc2cc(=O)n3cc(Cl)ccc3n2)nc2ccccc2c1=O
  .	.	-2.6	.	8.9	2.6	.	-1.8
30) CCOC(=O)N1CCN(C(=O)Cc2cccc3ccccc23)CC1
  0.0	.	-10.3	.	-4.9	-2.1	-9.0	.
17) COC(=O)N/N=C(C)\C=C\c1ccco1
  0.4	.	-10.3	.	-3.7	0.5	-5.9	.

# Structures above printed as active in Casp6 inh.
no.	SMILES	F508del corr	RAD52 anneal inh	INS-1E GSIS act	Casp6 inh
23	CCc1ccc(-n2c(SCC(=O)NC3CCS(=O)(=O)C3)nc3ccccc3c2=O)cc1 (configuration not stated)	-4.0	-6.2	12.8	44.8*

# Single values from the results shown.
# Under F508del corr, entry 29 is entered as -7.3
# Under XiGFP reactiv, entry 4 is entered as 0.0
# Under XiGFP reactiv, entry 11 is entered as 0.0

# The listing picks up, starting 2 compounds before the break.
# Order of results – XiGFP reactiv	F508del corr	RAD52 anneal inh	E-selectin induc	INS-1E GSIS act	Casp6 inh	DENV2 CPE	RAD54 inh
29) C=C1C(=O)CC2=C1[C@](Cc1ccc(F)cc1)(C(=O)OC)N(C(=O)c1ccccc1)C2
  0.3	-7.3	-11.0	0.0	-4.8	1.0	-3.2	.
30) CCOC(=O)N1CCN(C(=O)Cc2cccc3ccccc23)CC1
  0.0	.	-10.3	.	-4.9	-2.1	-9.0	.
31) C[C@H](CO)N1C[C@H](C)[C@@H](CN(C)C)OCc2cn(nn2)CCCC1=O
  -0.1	0.1	.	0.3	-5.0	.	.	.
32) CSCCC(NS(=O)(=O)c1cccs1)C(=O)NCc1ccccc1 (configuration not stated)
  0.1	.	-9.3	-0.4	-4.1	-1.1	35.7*	.
33) COC(=O)C1=C(C)N(Cc2ccccc2C(F)(F)F)C(=NCc2ccc(C(F)(F)F)cc2)NC1c1cccc(C(F)(F)F)c1 (configuration not stated)
  0.1	0.4	-20.0	-0.3	.	4.9	-7.6	.
34) O=C(c1ccc(N2CCN(C3CC(=O)N(Cc4cccs4)C3=O)CC2)cc1)c1cccnc1 (configuration not stated)
  -0.2	0.0	-9.3	7.5	-2.1	2.4	2.1	8.8
35) C[C@@H](C(=O)N[C@@H](Cc1ccccc1)C(=O)O)n1nnc2ccccc2c1=O
  -0.1	-0.5	-2.9	.	20.9	-1.2	-3.0	3.6
36) CCCCn1c(N)c(N(CCOC)C(=O)COC(=O)CSc2cc(C)c3ccccc3n2)c(=O)[nH]c1=O
  0.0	-0.5	-18.2	.	-6.3	.	-6.7	.
37) COCCCNC(=O)C[C@@H]1C[C@@]2(C(=O)OC)CCCCC=C2N(Cc2ccc(Cl)cc2Cl)C1=O
  0.3	-0.5	-6.8	0.0	0.1	3.3	-6.5	.
38) O=C(CSc1nc2nn(-c3ccccc3)c(=O)c-2c2n1CCCCC2)Nc1ccc(OC(F)F)cc1
  0.1	8.1*	-11.8	-0.2	-50.8	-2.8	-1.8	-8.5
39) CCC(C)(C)C1CCc2[nH]nc(C(=O)O)c2C1 (configuration not stated)
  0.1	2.5	2.2	.	.	-3.8	-11.2	3.6
40) COC(=O)c1cn(S(=O)(=O)c2ccccc2)c2ccccc12
  0.0	-2.1	-4.3	0.1	2.5	-0.7	-5.4	-5.1
41) Cc1cc(C)n2nc(Sc3ncccc3[N+](=O)[O-])nc2n1
  0.0	-0.1	-19.4	0.4	13.6	-2.0	8.4	-10.6
42) O=[N+]([O-])c1ccc(CSc2nc3ccccc3[nH]2)cc1
  -0.1	.	9.3	-2.6	-23.7	-1.8	0.3	-7.5
43) COCC(=O)N1C[C@@H]2[C@H](c3ccccc31)[C@@H](CO)N2C(=O)C1CCCC1
  0.3	2.6	-10.7	-0.1	6.3	0.3	17.9	-16.6
44) O=C(NCC(c1cccs1)N1CCOCC1)c1cc([N+](=O)[O-])cc([N+](=O)[O-])c1 (configuration not stated)
  0.2	.	-12.6	.	2.7	0.4	1.4	-6.6
45) O=C(NCc1ccco1)c1cc(S(=O)(=O)N2CCCCC2)ccc1Cl
  1.6	-1.4	-8.8	.	21.2	4.6	-1.6	-2.4
46) Cc1ccc(S(=O)(=O)N(C)C[C@@H]2Oc3ccc(NC(=O)Cc4cn(C)c5ccccc45)cc3C(=O)N([C@@H](C)CO)C[C@H]2C)cc1
  0.0	0.9	-27.9	0.6	-2.4	0.5	-3.2	21.7
47) Fc1ccc(CNC(=S)Nc2ccc(Cl)cc2Cl)cc1
  0.0	-1.2	.	0.7	2.5	.	.	.
48) COc1cccc(OC)c1C(=O)Nc1ccccc1C(=O)N1CCCC1
  -0.1	1.8	-3.3	-0.3	-1.5	-2.2	-5.0	0.6
49) O=C(CSc1nnc(COc2ccc(Cl)cc2)o1)NC1CCCCC1
  0.2	0.5	-8.9	.	-4.5	-3.3	-8.9	7.4
50) Cn1nc(C(F)(F)F)c(-c2ccc(Br)cc2)c1NC(=O)c1cccnc1
  0.0	-0.5	-13.9	1.2	-28.2	-4.5	0.3	26.3
51) Cc1noc(C)c1NC(=O)Nc1ccc2c(c1)CC(=O)N([C@@H](C)CO)C[C@@H](C)[C@@H](CN(C)C)O2
  -1.5	-0.1	6.6	-4.5	27.2	-1.6	11.9	-1.3
52) C[C@H]1CN([C@@H](C)CO)S(=O)(=O)c2ccc(Br)cc2O[C@@H]1CN(C)S(C)(=O)=O
  -0.1	-2.0	-4.2	-2.2	14.9	1.4	2.1	-4.3

# Outcome played no part in choosing rows. Share with any hit: about 3.7%.
